Screening data (PubChem)
PME-1 primary: blocks human protein phosphatase methylesterase 1; Q9Y570; recombinant PME-1, FP-Rh probe fluorescence polarization; inhibition, % at 5.9 µM; actives 0.53% (n = 320,000);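 active = inhibition above the campaign mean of all compounds plus 3 SD, cut at about 26% in these data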;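 also: competitive labeling of PME-1 active site by serine hydrolase directed probe; 0% = PME-1 with DMSO and 100% = wells lacking PME-1 enzyme; inhibitors block probe labeling so polarization falls and inhibition rises; many of its hits are not listed in these tables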
Target sequence (Q9Y570 whole entry, looked up): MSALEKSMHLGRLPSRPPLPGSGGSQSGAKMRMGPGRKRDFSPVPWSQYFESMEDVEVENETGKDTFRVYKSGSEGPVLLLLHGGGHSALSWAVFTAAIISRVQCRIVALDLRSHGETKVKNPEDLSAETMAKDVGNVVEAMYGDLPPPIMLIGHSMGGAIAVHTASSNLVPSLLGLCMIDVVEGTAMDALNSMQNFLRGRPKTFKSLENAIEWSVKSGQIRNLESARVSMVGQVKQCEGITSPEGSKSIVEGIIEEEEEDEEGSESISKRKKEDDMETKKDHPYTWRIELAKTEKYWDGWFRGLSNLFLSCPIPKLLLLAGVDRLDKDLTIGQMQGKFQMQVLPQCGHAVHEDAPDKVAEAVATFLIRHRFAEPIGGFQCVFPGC
pPAFAH inh: inhibitors of human plasma PAF acetylhydrolase (pPAFAH); Q13093; recombinant pPAFAH, FP-rhodamine probe fluorescence polarization; actives 1.5% (n = 330,000); AID 463082; inhibition, % at 3.39 µM;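 active = inhibition above the mean inhibition across the screen plus 3 SD, cut at about 25% in these data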;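 also: inhibitors block binding of the rhodamine activity-based probe so polarization drops; 0% = enzyme with DMSO and 100% = wells lacking pPAFAH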
Target sequence (Q13093 whole entry, looked up): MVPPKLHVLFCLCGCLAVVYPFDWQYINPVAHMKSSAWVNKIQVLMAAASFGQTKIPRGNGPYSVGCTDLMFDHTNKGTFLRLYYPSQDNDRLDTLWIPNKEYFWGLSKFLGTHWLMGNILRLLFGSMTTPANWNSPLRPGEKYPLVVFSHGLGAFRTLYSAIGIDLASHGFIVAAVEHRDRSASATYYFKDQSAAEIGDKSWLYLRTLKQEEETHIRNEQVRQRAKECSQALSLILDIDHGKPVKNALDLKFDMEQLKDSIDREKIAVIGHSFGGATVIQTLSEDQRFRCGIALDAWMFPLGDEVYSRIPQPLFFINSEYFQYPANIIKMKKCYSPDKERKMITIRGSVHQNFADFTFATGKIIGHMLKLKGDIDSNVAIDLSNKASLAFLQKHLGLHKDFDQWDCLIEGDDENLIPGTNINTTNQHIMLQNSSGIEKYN
PAFAH1B3 FP inh: blocks human PAF acetylhydrolase 1B catalytic subunit 3; inhibition, % at 3.39 µM; Q15102; actives 0.28% (n = 340,000); recombinant PAFAH1B3, FP-rhodamine probe, fluorescence polarization;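 active = inhibition above the screen-wide average of all tested compounds plus 3 SD, cut at about 25% in these data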;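 also: 0% = enzyme with DMSO only and 100% = wells lacking PAFAH1B3 protein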
LYPLA1 counter: blocks human lysophospholipase 1, a PME1 counter-screen | O75608 | recombinant LYPLA1, FP-Rh probe fluorescence polarization | AID 2174 | inhibition, % at 5.9 µM | actives 0.16% (n = 320,000);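 active = inhibition above the mean of all tested compounds plus 3 SD, set per campaign, cut at about 14% in these data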;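 also: inhibitors block serine hydrolase probe labeling of LYPLA1 so polarization falls; 0% = enzyme with DMSO and 100% = wells lacking LYPLA1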
GSTO1 inh: blocks human GSTO1 in RBBP9 counter-screen; inhibition, % at 5.96 µM; actives 1.1% (n = 300,000); P78417; recombinant GSTO1, activity-based probe fluorescence polarization; AID 1974;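 active = inhibition above the campaign mean inhibition plus 3 SD, cut at about 35% in these data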;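 also: 0% = GSTO1-1 with DMSO and 100% = wells lacking GSTO1-1 enzyme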
Target sequence (P78417 whole entry, looked up): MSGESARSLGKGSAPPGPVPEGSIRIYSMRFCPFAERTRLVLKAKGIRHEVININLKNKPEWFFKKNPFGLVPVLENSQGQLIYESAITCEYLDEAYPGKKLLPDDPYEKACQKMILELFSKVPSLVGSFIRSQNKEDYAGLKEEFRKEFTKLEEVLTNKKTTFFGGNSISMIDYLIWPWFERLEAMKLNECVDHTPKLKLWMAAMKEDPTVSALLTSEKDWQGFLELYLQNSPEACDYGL
PAD4 inh: blocks human protein arginine deiminase 4; Q9UM07; recombinant PAD4, RCA probe fluorescence polarization; inhibition, % at 6.36 µM; actives 0.41% (n = 330,000); AID 485272;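 active = percent inhibition above a cutoff equal to the mean of all tested compounds plus 3 SD, cut at about 15% in these data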;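 also: 0% = PAD4 with RCA probe and DMSO and 100% = probe without PAD4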
Fam108B inh: counter-screen for RBBP9 inhibitors: inhibitors of mouse Fam108B; recombinant Fam108B, FP-Rh probe fluorescence polarization; inhibition, % at 9.51 µM; actives 0.33% (n = 300,000); AID 1947;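 active = inhibition above the screen mean inhibition plus 3 SD, computed separately per campaign, cut at about 18% in these data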;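 also: inhibitors lower polarization as less probe binds the enzyme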
PAFAH2 inh: inhibitors of human PAFAH2 | Q99487 | recombinant PAFAH2, FP-rhodamine activity probe, fluorescence polarization | inhibition, % at 3.39 µM | actives 0.99% (n = 340,000) | AID 492956;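 active = inhibition above the mean over all tested compounds plus 3 SD, cut at about 30% in these data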;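 also: inhibitors block probe labeling of enzyme so polarization drops; 0% = enzyme with DMSO and 100% = wells lacking PAFAH2 protein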
PAFAH1B2 FP inh: PAFAH1B2 (human) inhibition; inhibition, % at 3.39 µM; AID 492953; actives 1.2% (n = 340,000); recombinant PAFAH1B2, FP-rhodamine activity probe, fluorescence polarization; P68402;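 active = inhibition above the mean of all tested compounds plus 3 SD, cut at about 24% in these data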;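 also: 0% = enzyme with DMSO and 100% = wells lacking PAFAH1B2; many of its hits are not listed in these tables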
* marks the source's active call; other numbers are inactive results; & = joins results of further samples. Not all compounds are listed (hit frequency here may not be typical).

`O=C(Nc1ccccc1C(=O)N1CCOCC1)C1CCCO1` (stereo not drawn) gave PME-1 primary -3, pPAFAH inh -5, PAFAH1B3 FP inh 11, LYPLA1 counter 1, GSTO1 inh 0, PAD4 inh -2, Fam108B inh 1, PAFAH2 inh -1 and PAFAH1B2 FP inh 4.
Screening COc1ccc(OCc2cc(C(=O)NCC3CCCCO3)no2)c(Cl)c1 (stereo not drawn) returned PME-1 primary -8, pPAFAH inh 9, PAFAH1B3 FP inh 7, LYPLA1 counter 1, GSTO1 inh -2, PAD4 inh -1, Fam108B inh -3, PAFAH2 inh 1 and PAFAH1B2 FP inh 0.
COC(=O)c1ccccc1NC(=O)C1CCCCC1C(=O)O (stereo not drawn) was read as PME-1 primary 0, pPAFAH inh 2, PAFAH1B3 FP inh 0, LYPLA1 counter 0, GSTO1 inh 3, PAD4 inh -6, Fam108B inh -4, PAFAH2 inh 2 and PAFAH1B2 FP inh -1.
`CCCc1nn2c(N)c(/C=C3\C=Nc4ccccc43)c(=O)nc2s1` gave PME-1 primary 4&5, pPAFAH inh 4&12, PAFAH1B3 FP inh -2&7, LYPLA1 counter 1&2, GSTO1 inh -17&-8, PAD4 inh -5&-6, Fam108B inh 7&8, PAFAH2 inh 1&5 and PAFAH1B2 FP inh 4&-2.
`Cc1nc(C)c(C(=O)NCc2ccccc2Cl)o1` gave PME-1 primary 0, pPAFAH inh 4, PAFAH1B3 FP inh 12, LYPLA1 counter 3, GSTO1 inh 0, PAD4 inh -2, Fam108B inh 1, PAFAH2 inh 3 and PAFAH1B2 FP inh 5.
Screening Cc1noc(C)c1CSCc1ccc(Cl)cc1 returned PME-1 primary 4, pPAFAH inh 20, LYPLA1 counter -3, GSTO1 inh -7, PAD4 inh 1 and Fam108B inh 2.
Screening O=C(NCC1CCCCC1)c1ccc(Br)o1 returned PME-1 primary 1, pPAFAH inh 0, PAFAH1B3 FP inh 3, LYPLA1 counter 1, GSTO1 inh -1, PAD4 inh 0, Fam108B inh -3, PAFAH2 inh -1 and PAFAH1B2 FP inh 2.
`CN(CCO)c1c2c(nc3cc(-c4cccc(F)c4)nn13)CCCC2` gave PME-1 primary -3, pPAFAH inh 2, PAFAH1B3 FP inh 1, LYPLA1 counter 2, GSTO1 inh -3, PAD4 inh -2, Fam108B inh 0, PAFAH2 inh -6 and PAFAH1B2 FP inh 5.
`C/C(CCCO)=N/Nc1ccc([N+](=O)[O-])cc1[N+](=O)[O-]` gave PME-1 primary 1, pPAFAH inh 1, PAFAH1B3 FP inh 3, LYPLA1 counter 2, GSTO1 inh 7, PAD4 inh -10, Fam108B inh -5, PAFAH2 inh 0 and PAFAH1B2 FP inh 0.
Screening O=C(Cn1cnc2c(nnn2Cc2ccc(F)cc2)c1=O)N1CCCCC1 returned PME-1 primary -6, pPAFAH inh -3, PAFAH1B3 FP inh 0, LYPLA1 counter 3, GSTO1 inh 3, PAD4 inh -2, Fam108B inh -1, PAFAH2 inh -7 and PAFAH1B2 FP inh 1.
`O=C(Cn1cnc2c(nnn2Cc2ccc(Cl)cc2)c1=O)NC1CCCC1` gave PME-1 primary -1, pPAFAH inh 5, PAFAH1B3 FP inh 10, LYPLA1 counter 2, GSTO1 inh -2, PAD4 inh -1, Fam108B inh -1, PAFAH2 inh -8 and PAFAH1B2 FP inh 6.
For CCc1cc2cc(C)cc(C)c2[nH]c1=S the results were PME-1 primary -1, pPAFAH inh 6, PAFAH1B3 FP inh 2, LYPLA1 counter -4, GSTO1 inh 3, PAD4 inh -1, Fam108B inh 2, PAFAH2 inh 1 and PAFAH1B2 FP inh 9.

The list goes on, overlapping the part above by 3 compounds.
Screening O=C(Cn1cnc2c(nnn2Cc2ccc(F)cc2)c1=O)N1CCCCC1 returned PME-1 primary -6, pPAFAH inh -3, PAFAH1B3 FP inh 0, LYPLA1 counter 3, GSTO1 inh 3, PAD4 inh -2, Fam108B inh -1, PAFAH2 inh -7 and PAFAH1B2 FP inh 1.
`O=C(Cn1cnc2c(nnn2Cc2ccc(Cl)cc2)c1=O)NC1CCCC1` gave PME-1 primary -1, pPAFAH inh 5, PAFAH1B3 FP inh 10, LYPLA1 counter 2, GSTO1 inh -2, PAD4 inh -1, Fam108B inh -1, PAFAH2 inh -8 and PAFAH1B2 FP inh 6.
For CCc1cc2cc(C)cc(C)c2[nH]c1=S the results were PME-1 primary -1, pPAFAH inh 6, PAFAH1B3 FP inh 2, LYPLA1 counter -4, GSTO1 inh 3, PAD4 inh -1, Fam108B inh 2, PAFAH2 inh 1 and PAFAH1B2 FP inh 9.
CN(c1ccccc1)S(=O)(=O)c1cccc(C(=O)Nc2ncn[nH]2)c1 was read as PME-1 primary 3, pPAFAH inh 0, PAFAH1B3 FP inh 3, LYPLA1 counter 3, GSTO1 inh 0, PAD4 inh 2, Fam108B inh -2, PAFAH2 inh -4 and PAFAH1B2 FP inh 2.
CN(Cc1c(C(=O)N/N=C/c2ccc(F)cc2)nnn1-c1nonc1N)C1CCCCC1 was read as PME-1 primary -2, pPAFAH inh -2, PAFAH1B3 FP inh -3, LYPLA1 counter -5, GSTO1 inh 0, PAD4 inh 0, Fam108B inh 0, PAFAH2 inh -11 and PAFAH1B2 FP inh -4.
O=C(COc1ccc2ccccc2c1)Nc1nnc(-c2ccco2)s1 was read as PME-1 primary -2, pPAFAH inh 6, LYPLA1 counter -2, GSTO1 inh -5, PAD4 inh -2 and Fam108B inh -3.
O=[N+]([O-])c1nn(-c2ccc3c(c2)OCCO3)n(O)c1=NCc1ccccc1Cl was read as PME-1 primary 1, pPAFAH inh 1, PAFAH1B3 FP inh 1, LYPLA1 counter 1, GSTO1 inh -2, PAD4 inh -2, Fam108B inh 0, PAFAH2 inh -11 and PAFAH1B2 FP inh 3.
Screening Cc1onc(-c2ccccc2Cl)c1C(=O)Nc1ccc(-n2nncc2C(C)(C)C)cc1 returned PME-1 primary -3, pPAFAH inh 7, PAFAH1B3 FP inh -3, LYPLA1 counter 2, GSTO1 inh 2, PAD4 inh -1, Fam108B inh 1, PAFAH2 inh -5 and PAFAH1B2 FP inh -1.
Screening COC(=O)c1ccc(CN2C(=O)NC3(CCC(C)CC3)C2=O)cc1 (stereo not drawn) returned PME-1 primary 4, pPAFAH inh 4, PAFAH1B3 FP inh 10, LYPLA1 counter 1, GSTO1 inh 7, PAD4 inh 3, Fam108B inh -6, PAFAH2 inh 2 and PAFAH1B2 FP inh -1.
Screening COc1cc([N+](=O)[O-])ccc1NC(=S)NNC(=O)CCC(=O)Nc1ccccc1Cl returned PME-1 primary 12, pPAFAH inh 14, PAFAH1B3 FP inh -2, LYPLA1 counter -1, GSTO1 inh -5, PAD4 inh 2, Fam108B inh 4, PAFAH2 inh 6 and PAFAH1B2 FP inh 2.
COc1ccc(OC)c(NC(=O)c2cccc(NC(=O)c3ccccc3C(=O)O)c2)c1 was read as PME-1 primary -2, pPAFAH inh 4, PAFAH1B3 FP inh 2, LYPLA1 counter -2, GSTO1 inh 10, PAD4 inh 0, Fam108B inh 7, PAFAH2 inh -2 and PAFAH1B2 FP inh 4.
CC(=O)Nc1ccc(NC(=O)c2c(C)nn(-c3ccccc3)c2Cl)cc1C was read as PME-1 primary 4, pPAFAH inh 1, PAFAH1B3 FP inh 2, LYPLA1 counter 0, GSTO1 inh 1, PAD4 inh -6, Fam108B inh -2, PAFAH2 inh 9 and PAFAH1B2 FP inh 4.
C[C@H](NC(=O)[C@H](Cc1ccccc1)NC(=O)c1cc2cc(Cl)ccc2n1C)C(=O)O was read as PME-1 primary -4, pPAFAH inh 8, PAFAH1B3 FP inh 5, LYPLA1 counter -4, GSTO1 inh 2, PAD4 inh -2, Fam108B inh -5, PAFAH2 inh -2 and PAFAH1B2 FP inh 3.
Screening Nn1c(SCC(=O)Nc2nc3ccccc3s2)nncc1=O returned PME-1 primary 3, pPAFAH inh 1, PAFAH1B3 FP inh 1, LYPLA1 counter 0, GSTO1 inh 17, PAD4 inh 22*, Fam108B inh 5, PAFAH2 inh 9 and PAFAH1B2 FP inh 2.
For CC(NC(=O)CSc1nc(=O)cc(N)n1CCc1ccccc1)c1ccccc1 (stereo not drawn) the results were PME-1 primary 1, pPAFAH inh 0, PAFAH1B3 FP inh -7, LYPLA1 counter -1, GSTO1 inh 11, PAD4 inh -1, Fam108B inh 1, PAFAH2 inh -5 and PAFAH1B2 FP inh -10.
For CCC(C)NC(=O)c1ccc(Cl)c(S(=O)(=O)Nc2ccccc2N2CCOCC2)c1 (stereo not drawn) the results were PME-1 primary 8, pPAFAH inh 2, PAFAH1B3 FP inh 2, LYPLA1 counter 3, PAD4 inh 0, PAFAH2 inh 0 and PAFAH1B2 FP inh -2.
COc1cc(OC)cc(C(=O)NNC(=O)CN2C(=O)NC(C)(c3ccc(C)cc3)C2=O)c1 (stereo not drawn) was read as PME-1 primary 2, pPAFAH inh 3, PAFAH1B3 FP inh 1, LYPLA1 counter -1, GSTO1 inh 6, PAD4 inh -4, Fam108B inh -3, PAFAH2 inh 5 and PAFAH1B2 FP inh 2.
For COc1ccc(C(=O)NCCS(=O)(=O)N2CCN(Cc3ccccc3)CC2)cc1 the results were PME-1 primary -1, pPAFAH inh 0, PAFAH1B3 FP inh -2, LYPLA1 counter 1, GSTO1 inh -7, PAD4 inh 1, Fam108B inh -2, PAFAH2 inh -1 and PAFAH1B2 FP inh 2.
`COc1ccc(-n2c(SCC(=O)Nc3ccc4c(c3)OCO4)nnc2C(C)N2CCCCC2)cc1` (stereo not drawn) gave PME-1 primary 1, pPAFAH inh 0, PAFAH1B3 FP inh 1, LYPLA1 counter 2, GSTO1 inh 3, PAD4 inh 0, Fam108B inh 4, PAFAH2 inh 1 and PAFAH1B2 FP inh 2.
For Cc1ccccc1-n1c(SC(C)C(N)=O)nnc1-c1cccnc1 (stereo not drawn) the results were PME-1 primary 3, pPAFAH inh 7, PAFAH1B3 FP inh 8, LYPLA1 counter 0, GSTO1 inh 5, PAD4 inh 4, Fam108B inh -4, PAFAH2 inh 0 and PAFAH1B2 FP inh -11.
CCCCN(Cc1ccccc1)C(=O)C1CCN(S(=O)(=O)c2c(C)noc2C)CC1 was read as PME-1 primary 0, pPAFAH inh 7, PAFAH1B3 FP inh -2, LYPLA1 counter 4, GSTO1 inh -4, PAD4 inh 1, Fam108B inh 0, PAFAH2 inh 3 and PAFAH1B2 FP inh 2.
COc1cc([N+](=O)[O-])ccc1NC(=O)C[n+]1cccc(C(C)=O)c1 was read as PME-1 primary -4, pPAFAH inh 1, PAFAH1B3 FP inh 10, LYPLA1 counter -1, GSTO1 inh -1, PAD4 inh -5, Fam108B inh 3, PAFAH2 inh 5 and PAFAH1B2 FP inh 9.
Screening CN(C)S(=O)(=O)c1cccc(NC(=O)COC(=O)CCC(=O)c2cccs2)c1 returned PME-1 primary 0, pPAFAH inh 2, PAFAH1B3 FP inh -2, LYPLA1 counter -4, GSTO1 inh 7, PAD4 inh 2, Fam108B inh -3, PAFAH2 inh 5 and PAFAH1B2 FP inh 1.
For Cc1ccc(S(=O)(=O)CCCS(=O)(=O)c2ccc(C)cc2)cc1 the results were PME-1 primary -2, pPAFAH inh 3, PAFAH1B3 FP inh 8, LYPLA1 counter -1, GSTO1 inh 1, PAD4 inh -3, Fam108B inh -3, PAFAH2 inh 4 and PAFAH1B2 FP inh 1.
